Compound activity (PubChem)
D1 mod: allosteric modulators of human D1 dopamine receptor; 5.9% of 58,000 active; B-score at 10 µM; P21728; HEK293 D1, CRE-luciferase, dopamine EC30 potentiation; actives deviate in either direction;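 active = luminescence count or its row- and column-corrected plate score outside the 99.7% band of the plate's sample wells, on either side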
Target sequence (P21728 whole entry, looked up): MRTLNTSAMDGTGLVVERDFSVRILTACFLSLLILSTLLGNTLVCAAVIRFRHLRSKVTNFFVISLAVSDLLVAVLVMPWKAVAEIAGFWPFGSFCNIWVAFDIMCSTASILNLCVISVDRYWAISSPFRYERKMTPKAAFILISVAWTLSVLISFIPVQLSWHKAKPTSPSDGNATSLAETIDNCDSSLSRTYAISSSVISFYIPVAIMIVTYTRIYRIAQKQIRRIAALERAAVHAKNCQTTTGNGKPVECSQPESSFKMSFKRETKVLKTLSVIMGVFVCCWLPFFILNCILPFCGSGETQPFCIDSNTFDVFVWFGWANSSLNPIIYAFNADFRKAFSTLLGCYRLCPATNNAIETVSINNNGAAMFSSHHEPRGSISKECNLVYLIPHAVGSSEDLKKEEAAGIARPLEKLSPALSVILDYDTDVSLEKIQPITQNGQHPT
SF1 activator: SF-1 (human) activation. Q13285. CHO-K1 Gal4-SF-1 LBD luciferase reporter; % increase over DMSO SF-1-specific signal. activation, % at 10 µM. 1.9% of 65,000 active. AID 522;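 active = activation above the mean activation of all tested compounds plus 3 SD, cut at about 50% in these data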
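Assay system: CHO-K1 cells co-transfected with Gal4 DBD–human SF-1 LBD, 5xGal4 luciferase reporter; doses: 10 µM only; incubation: 20 h compound exposure at 37 °C after 1 h cell settling; signal: luciferase light emission; evaluation: percent activation versus DMSO; repeats: one test per compound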
FXIIa mix inh: blocks human factor XIIa in pooled compound mixtures. P00748. 0.2% of 62,000 active. inhibition, % at 5 µM. purified FXIIa, fluorogenic substrate; in the data active = inhibition above about 20%, passing the limit was not always enough;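 note: 0% = enzyme without compound and 100% = no enzyme blank; some results filed as inactive read as strong as hits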
Target sequence (P00748 20-372 limits assumed): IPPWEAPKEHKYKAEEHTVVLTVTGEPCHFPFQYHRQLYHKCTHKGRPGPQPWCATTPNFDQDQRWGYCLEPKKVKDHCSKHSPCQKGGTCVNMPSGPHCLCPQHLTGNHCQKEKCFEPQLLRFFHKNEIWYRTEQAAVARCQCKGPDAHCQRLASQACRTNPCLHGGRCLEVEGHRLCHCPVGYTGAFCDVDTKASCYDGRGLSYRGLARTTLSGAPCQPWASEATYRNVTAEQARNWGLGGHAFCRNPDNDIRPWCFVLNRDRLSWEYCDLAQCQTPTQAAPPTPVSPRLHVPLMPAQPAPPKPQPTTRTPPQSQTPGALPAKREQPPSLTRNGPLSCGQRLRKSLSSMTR
Target sequence (P00748 373-615 limits assumed): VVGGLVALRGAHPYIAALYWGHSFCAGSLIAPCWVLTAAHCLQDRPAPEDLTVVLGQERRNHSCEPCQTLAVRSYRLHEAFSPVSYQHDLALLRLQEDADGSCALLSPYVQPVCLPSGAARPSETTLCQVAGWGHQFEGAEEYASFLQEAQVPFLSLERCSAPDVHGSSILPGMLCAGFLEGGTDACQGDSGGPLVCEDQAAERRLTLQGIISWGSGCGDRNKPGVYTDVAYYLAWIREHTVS
HER2 expr 66K: Her2 kinase expression inhibition; 0.69% of 65,000 active; SKBR-3 HER2 protein level, AlphaScreen, 18-24 h; hits give low values; P04626; HER2 level % of control, % at 10 µM;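 active = HER2 level under 5% of the carrier-only control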;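 note: 100% = DMSO carrier and 0% = 500 nM PU-H71 HSP90 inhibitor; lower value means stronger loss of Her2 protein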
RORA act: activators of human nuclear receptor RORA | activation, % at 10 µM | CHO-K1 Gal4-RORA LBD luciferase reporter, luminescence; percent increase over mock-subtracted basal signal | P35398 | AID 560 | 1.5% of 65,000 active;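 active = activation above the mean of all tested compounds plus 3 SD, cut at about 49% in these data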;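 note: 0% = DMSO-treated RORA cells and 100% = added signal equal to DMSO minus mock-transfected cells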
Hsp90 block: displaces geldanamycin probe from tumor Hsp90; P07900; NCI-N417 lysate Hsp90, Cy3B-geldanamycin FP displacement; inhibition, % at 30 µM; 0.35% of 64,000 active;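 active = inhibition above 50%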;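 note: 0% = tracer plus lysate wells and 100% = tracer alone without lysate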
DUSP1 inh: human dual specificity phosphatase 1 inhibition; recombinant MKP-1, OMFP hydrolysis fluorescence; inhibition, %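 (compounds tested at a single concentration somewhere between 10 and 100 µM)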; P28562; 0.15% of 65,000 active;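 active = inhibition above about 50%, limit read from the data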;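 note: 0% = DMSO max control wells and 100% = wells with enzyme stopped by NaOH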
Cdc25B block: human M-phase inducer phosphatase 2 inhibition; P30305; recombinant Cdc25B, OMFP fluorescence Ex485/Em525; inhibition, %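 (compounds tested at 10 µM final in the well)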; 0.1% of 65,000 active; in the data active = inhibition above about 50%
TNAP act mid DEA: human TNAP activation, intermediate phosphate acceptor | purified TNAP, CDP-star luminescence, 100 mM DEA, 30 min; hits give high values; scale: 0 levamisole-inhibited, 1 vehicle-only enzyme | 64,000 tested, under 10 active | activation factor at 20 µM | P05186;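 active = activation factor of at least 2 at 20 µM, relative to controls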
Starred values were filed as active, the others as inactive; . = no result given. No enrichment for hits (roughly 8.9% active in at least one column).

SMILES | D1 mod | SF1 activator | FXIIa mix inh | HER2 expr 66K | RORA act | Hsp90 block | DUSP1 inh | Cdc25B block | TNAP act mid DEA
CCOc1ccc(Cn2nnc(C(=O)Nc3cc(OC)cc(OC)c3)c2N)cc1 | 1.5 | 19 | 4 | 63 | 16 | -2 | 4 | 7 | 0.9
COc1ccc(CNC(=O)CN(C(=O)CCC(=O)Nc2ccccn2)c2ccccc2OC)cc1 | -0.14 | 7 | -2 | 108 | 13 | -2 | 13 | -17 | 1
O=C(CCc1nc(-c2ccccc2F)no1)NC1CCCCC1 | 0.0023 | 14 | 3 | . | 0 | -6 | -10 | -7 | 0.9
Cn1c(=O)c2c(nc(SCCN3CCOCC3)n2Cc2ccc(F)cc2)n(C)c1=O | 1.2 | -2 | -3 | 68 | 10 | 5 | 12 | 0 | 0.9
COc1cccc(-c2nc(-c3ccccn3)no2)c1OC | . | 50* | 6 | 105 | 15 | -6 | 3 | -1 | 1
CC(Oc1ccc(Cl)cc1Cl)c1nc(-c2ccccn2)no1 (configuration not stated) | . | . | 1 | . | . | . | 8 | -18 | 0.9
Cc1nc(N)c(C#N)c(-c2cccnc2)c1C | 4.8 | -10 | -1 | 109 | -13 | 1 | -15 | -2 | 0.9
COc1ccc(N2CCN(CCCNC(=O)c3cc4sccc4n3C)CC2)cc1 | -0.32 | -4 | -16 | 124 | -6 | -2 | -1 | -8 | 1
Cn1nc(-c2ccc(C(=O)Nc3cccnc3)cc2)c2ccccc2c1=O | 0.93 | 3 | . | 105 | -11 | -18 | 0 | -10 | .
Cn1c(=O)c2c(nc(Br)n2C)n(C)c1=O | -1.6* | -5 | 9 | 121 | -24 | -3 | -7 | 1 | 0.9
CCn1c(SCC(=O)NCCOC)nc2sc3c(c2c1=O)CCCC3 | 1.6 | -4 | 9 | 101 | -1 | -8 | 18 | 4 | 0.9
Cn1cnnc1SCc1ccc(C#N)cc1 | -0.065 | -6 | 4 | 98 | 1 | 2 | -5 | -11 | 0.9
Cc1cc(C(=O)Nc2nc3c(s2)CCCC3)no1 | -3.8* | 4 | 0 | 132 | 4 | 0 | -4 | -5 | 0.9
Cc1ccc(C(C)C)c(OCCNS(C)(=O)=O)c1 | -0.46 | 15 | 1 | 104 | -17 | 2 | 8 | -12 | 0.8
CCOC(=O)NCc1ccc(Cl)c(Cl)c1 | 0.31 | 18 | 2 | 94 | 2 | -5 | 0 | 4 | 0.9
Cc1ccc(NC(=O)C2CCCN2S(=O)(=O)c2ccc(F)cc2)c(C)c1 (configuration not stated) | 0.002 | 3 | 2 | 110 | 21 | 0 | 7 | -6 | 1
CCCCN(C(=O)NC(=O)Nc1ccccc1OCC)S(C)(=O)=O | 0.035 | 29 | 9 | 72 | -12 | -3 | 6 | -15 | 0.9
CC(=O)c1ccc(OC(=O)c2ccc(Br)o2)cc1 | 0.11 | -16 | -2 | 136 | -6 | -2 | 8 | 2 | 0.9
CCC(Oc1ccccc1)C(=O)Nc1nc2ccccc2[nH]1 (configuration not stated) | -1.4 | 33 | 1 | 113 | 3 | -1 | -1 | -17 | 1
COc1ccc(NC(=O)CSc2nnc(CNC(=O)c3ccco3)o2)c(OC)c1 | 0.58 | -6 | 0 | 77 | -6 | -5 | -6 | -6 | 0.9
COc1ccc(C(c2nnnn2C2CCCCC2)N2CCN(c3ccccc3)CC2)cc1 (configuration not stated) | -1 | 10 | -8 | 99 | -1 | -3 | -17 | -5 | 1
Cc1cc(NC(=O)CSc2nc3c(c(=O)n2CCc2ccccc2)SC(C)C3)no1 (configuration not stated) | . | -10 | 6 | 79 | -12 | -3 | 9 | -13 | 0.9
CCOC(=O)c1c(C)c(C(=O)NCC2CCCO2)c(C)n1CC (configuration not stated) | . | -2 | 8 | 100 | -13 | -4 | 13 | -11 | 0.9
O=C(Nc1cccc2c1CCCC2)C1CCN(C(=O)NC2CCCCC2)CC1 | -0.033 | 4 | -8 | 99 | -2 | 3 | -6 | -3 | 0.9
O=C1CC(c2ccco2)CC(O)=C1C=NCCN1CCN(C2CC(=O)N(c3ccccc3)C2=O)CC1 (configuration not stated) | . | 11 | . | 107 | 2 | -1 | -12 | -1 | 0.9

Overlap with the part before: three compounds, then new ones.
SMILES | D1 mod | SF1 activator | FXIIa mix inh | HER2 expr 66K | RORA act | Hsp90 block | DUSP1 inh | Cdc25B block | TNAP act mid DEA
CCOC(=O)c1c(C)c(C(=O)NCC2CCCO2)c(C)n1CC (configuration not stated) | . | -2 | 8 | 100 | -13 | -4 | 13 | -11 | 0.9
O=C(Nc1cccc2c1CCCC2)C1CCN(C(=O)NC2CCCCC2)CC1 | -0.033 | 4 | -8 | 99 | -2 | 3 | -6 | -3 | 0.9
O=C1CC(c2ccco2)CC(O)=C1C=NCCN1CCN(C2CC(=O)N(c3ccccc3)C2=O)CC1 (configuration not stated) | . | 11 | . | 107 | 2 | -1 | -12 | -1 | 0.9
CN1CCN(S(=O)(=O)c2ccc(Br)s2)CC1 | -0.36 | -24 | 8 | 148 | 63* | 3 | -28 | -9 | 0.9
COC(=O)CSc1nnc(-c2ccc(S(=O)(=O)N3CCCCC3)cc2)o1 | -0.059 | 1 | 13 | 62 | 34 | 0 | -28 | -9 | 0.9
COc1ccccc1NC(=O)C1C2C=CC(O2)C1C(=O)O (configuration not stated) | -0.15 | 6 | -5 | 113 | -11 | 1 | -10 | -2 | 0.9
CCOc1ccccc1NC(=O)Nc1cc(OC)ccc1OC | -0.77 | -10 | 6 | 81 | -19 | 4 | 4 | 1 | 0.9
Cc1cccc(/N=C/c2c(O)[nH]c3ccccc23)n1 | 0.94 | 103* | 3 | 81 | 86* | 0 | 12 | 0 | 0.8
O=C(COC(=O)c1ccc(Cl)c(S(=O)(=O)N2CCCC2)c1)NC1CCCC1 | 0.13 | 4 | 9 | 80 | 24 | 2 | 4 | -5 | 1
CCOC(=O)Nc1ccc(S(=O)(=O)Nc2cc(C)on2)cc1 | -0.048 | -13 | 0 | 88 | -4 | -8 | 6 | -1 | 1
Cc1sc2nc(SCC(=O)NCc3cccs3)[nH]c(=O)c2c1C | 0.74 | -14 | 5 | 126 | -9 | -1 | -5 | -9 | 0.9
CNC(=O)OCc1cccc(COC(=O)NC)n1 | -0.071 | -9 | 6 | 88 | 17 | -2 | -19 | -4 | 0.9
CC(C)CCn1c(N2CCN(c3cccc(Cl)c3)CC2)nc2c1c(=O)[nH]c(=O)n2C | 15* | 2 | 2 | 70 | -8 | 1 | 33 | 3 | 0.8
CCc1nnc(NC(=O)CCN2C(=O)c3ccccc3C2=O)s1 | 1.4 | -12 | 1 | 153 | -13 | 7 | -21 | 6 | 0.9
CC(C)n1c(=N)c(C(=O)NCCc2ccccc2)cc2c(=O)n3ccccc3nc21 | -0.74 | -14 | . | 89 | 4 | -1 | -5 | -7 | 0.9
Cc1ccc(NS(=O)(=O)c2ccc(CCC(=O)O)cc2)cc1 | -1 | 3 | 5 | 129 | -13 | -1 | -3 | 0 | 0.9
CCOC(=O)N1CCN(C(=O)c2ccc(C)c(S(=O)(=O)Nc3ccccc3)c2)CC1 | 1.7 | -2 | 4 | 98 | 2 | -1 | 6 | -1 | 1
CCC(C)N1CC23C=CC(O2)C(C(=O)OCc2ccccc2)C3C1=O (configuration not stated) | . | 3 | 2 | 106 | -16 | -1 | 16 | 3 | 0.9
C=CCN=C1SC(C)C(=O)N1S(=O)(=O)c1ccccc1 (configuration not stated) | 0.62 | -5 | 10 | 113 | -15 | -3 | 4 | -3 | 1
O=C(NCc1ccncc1)/C(=N/O)c1ccccc1 | . | 44 | -14 | 98 | 15 | -6 | 5 | 3 | 0.9
CC1(C)Cc2c(c(N3CCOCC3)nc3sc(-c4ccc(C(=O)O)o4)c(N)c23)CO1 | 0.74 | 1 | . | 90 | -15 | -9 | 33 | 5 | .
COc1ccc(N2C(=O)CC(NC3CC3)C2=O)cc1 (configuration not stated) | 0.031 | 12 | -2 | 101 | -2 | -3 | -12 | 0 | 0.9
CCc1ccc2c(CN(CC)Cc3nc4ccccc4c(=O)[nH]3)cc(=O)oc2c1 | -0.1 | -8 | 12 | 107 | -6 | -2 | 3 | -14 | 0.9
O=C(Nc1ccccc1N1CCCCC1)c1ccc2nccnc2c1 | 2.5 | -31 | 5 | 93 | -6 | -3 | 25 | -7 | 0.9
Cc1n[nH]c(C)c1S(=O)(=O)N1CCCC(C(=O)N2CCc3ccccc32)C1 (configuration not stated) | 0.28 | 15 | -4 | 82 | 4 | -3 | 30 | -2 | 0.9
CCCCn1c(CNC(=O)C(C)(C)C)nc2ccccc21 | 0.7 | -9 | 1 | 85 | 17 | 0 | -3 | -6 | 1
COc1ccc(N2CCN(C(=O)C34CCC(C)(C(=O)C3)C4(C)C)CC2)cc1 (configuration not stated) | 0.2 | 22 | -16 | 115 | 22 | -2 | 9 | -17 | 0.9
CCCC(=O)N1CCN(c2nc(CC(C)C)c3c(c2C#N)CCC3)CC1 | 4.1 | -4 | . | 90 | -9 | 2 | -15 | 17 | 0.9

Single records (already shown). Order of values: D1 mod | SF1 activator | FXIIa mix inh | HER2 expr 66K | RORA act | Hsp90 block | DUSP1 inh | Cdc25B block | TNAP act mid DEA
Entry for CC(C)CCn1c(N2CCN(c3cccc(Cl)c3)CC2)nc2c1c(=O)[nH]c(=O)n2C → 15* | 2 | 2 | 70 | -8 | 1 | 33 | 3 | 0.8
Entry for Cc1sc2nc(SCC(=O)NCc3cccs3)[nH]c(=O)c2c1C → 0.74 | -14 | 5 | 126 | -9 | -1 | -5 | -9 | 0.9

Continued:
SMILES | D1 mod | SF1 activator | FXIIa mix inh | HER2 expr 66K | RORA act | Hsp90 block | DUSP1 inh | Cdc25B block | TNAP act mid DEA
CN1CCN(C(=O)c2cc(Cl)ccc2Cl)CC1 | 0.012 | -2 | 4 | . | 0 | 0 | 10 | 0 | 0.9
Cc1ccc(C)c2c1sc(=NC(=O)CN1C(=O)CCC1=O)n2C | 0.77 | 2 | -15 | 100 | 29 | -3 | 3 | -6 | 0.9
CC(C)(C)n1nnnc1CN(Cc1ccco1)Cc1cc2cc3c(cc2[nH]c1=O)OCO3 | 0.65 | -7 | 3 | 97 | 16 | -4 | -5 | 4 | 0.9
CCOC(=O)c1ccc(NC(=O)c2c(O)c3ccccc3n(C)c2=O)cc1 | 0.61 | -2 | 2 | 111 | 11 | . | 3 | -10 | 0.9
O=C(CN1C(=O)c2ccccc2C1=O)NCc1ccncc1 | . | -2 | . | 74 | -17 | 1 | -16 | 17 | 0.9
Cc1nn(-c2ccccc2)c2nc(=O)n(-c3ccccc3)cc12 | 0.53 | -4 | 0 | 86 | -13 | -1 | 12 | -3 | 1.1
CCOC(=O)c1c(N)sc(C(=O)N(C)C)c1C | 0.96 | 4 | 5 | 129 | 18 | 9 | 7 | -8 | 1
O=C(C1CCCN1S(=O)(=O)c1ccc(Cl)cc1)N1CCOCC1 (configuration not stated) | -0.8 | -5 | -17 | 91 | -36 | -4 | 5 | -23 | 0.9
CCOc1ccc(N2CC(C(=O)Oc3ccccc3)CC2=O)cc1 (configuration not stated) | 0.25 | -10 | 8 | 109 | -16 | -7 | 31 | -5 | 1
COC(=O)c1ccccc1NC(=O)C1CCCN(c2nnc(-n3cccc3)s2)C1 (configuration not stated) | -0.12 | 21 | -1 | 105 | 32 | -2 | 4 | -8 | 0.9
Cc1ccc(NC(=O)c2cnn(-c3ccccc3)c2NC(=O)c2ccco2)cc1 | -0.074 | -10 | . | 104 | 14 | -3 | -20 | 1 | 0.9
CCOC(=O)c1c(-c2ccc(C)s2)csc1NC(=O)c1ccco1 | 0.45 | -7 | 0 | 125 | -19 | 0 | 10 | -1 | 0.9
Cc1onc(-c2ccccc2)c1C(=O)Nc1cccc2nsnc12 | -0.03 | -28 | -8 | 112 | -1 | 0 | -2 | -8 | 1
Cc1ccnc(NC(=O)CCC(=O)N(CC(=O)NC2CCCCC2)Cc2ccc3c(c2)OCO3)c1 | 0.046 | 9 | -2 | 121 | -26 | -1 | 17 | 7 | 0.8
